Screening results: PubChem, National Center for Advancing Translational Sciences (NCATS)
Mm-Cpn inhibitor: M. maripaludis TRiC chaperonin inhibition; Potency, µM (doses to about 76.9 µM), for inactives: top-dose activity, negative = inhibition, most hits filed as inhibitors; purified Mm-Cpn ATPase, ADP Transcreener TR-FRET; 330,000 compounds, 0.031% hits; AID 504842; also: potency is read from the fitted curve at half-maximal effect; % is scaled to controls: 0 for no effect and ±100 for the full control effect; nearly all actives have a fitted effect of over 80% in size
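ATPase turnover read by TR-FRET ADP competition (Eu cryptate antibody/ADP-d2, 665/590 nm): 10uM ATP final, 25nM Mm-CPN final, 30 min 37degC after 10-min compound preincubation, pH 7.4 Tris/KCl/MgCl2/DTT buffer.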
aSyn yeast inh: rescues yeast growth from alpha-synuclein toxicity; 370,000 compounds, 0.14% hits; AID 652106; Potency, µM (titrated, usually from 46.1 µM), for the others: at the top dose growth rescue (activation), usual class: activators; Yeast expressing alpha-synuclein, growth rescue, BacTiter-Glo, 24 h; also: potency is read from the fitted curve at half-maximal effect; % of control where 0% means no effect; nearly all actives have a fitted effect of over 65% in size
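Readout is rescue of growth in alpha-synuclein-expressing yeast, so inhibitors of toxicity appear as activators. Growth after 24 hr at 30 deg C in galactose medium is quantified by luminescence.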
HEK293 tox: cytotoxicity in counter-screen for GLP-1R inverse agonists. HEK293 cAMP-luciferase reporter cells, luminescence, 24 h. Potency, µM (series often up to 38.3 µM), for inactives: top-dose activity change, negative = inhibition, usual class: inhibitors. 410,000 compounds, 0.13% hits. AID 624418;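 also: loss of luciferase light is scored as toxicity; potency is read from the fitted curve at half-maximal effect; % is scaled to controls: 0 for no effect and ±100 for the full control effect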
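Step one: seed cells (200 cells/uL, DMEM with 10% Nu serum, 1% pen-strep). Step two: 12-hour incubation at 37 deg C. Step three: pin 23 nL compound, incubate 24 hr. Step four: add luciferase reagent, read luminescence 12 min later.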
PTHR1 ag: PTHR1 (human) receptor agonism | AID 743266 | 410,000 compounds, 0.075% hits | Potency, µM (top dose mostly 115 µM), for inactives: at the top dose activation, hits mostly activators | HEK293 GP2 PTHR1 cells, GloSensor cAMP luminescence, 1 h; also: potency is read from the fitted curve at half-maximal effect; nearly all actives have a fitted effect of over 55% in size; some results filed as inactive show a strong effect at the top dose; inactives centre near -15; many of its hits are not listed in these tables
Target sequence (Q03431 whole entry, looked up): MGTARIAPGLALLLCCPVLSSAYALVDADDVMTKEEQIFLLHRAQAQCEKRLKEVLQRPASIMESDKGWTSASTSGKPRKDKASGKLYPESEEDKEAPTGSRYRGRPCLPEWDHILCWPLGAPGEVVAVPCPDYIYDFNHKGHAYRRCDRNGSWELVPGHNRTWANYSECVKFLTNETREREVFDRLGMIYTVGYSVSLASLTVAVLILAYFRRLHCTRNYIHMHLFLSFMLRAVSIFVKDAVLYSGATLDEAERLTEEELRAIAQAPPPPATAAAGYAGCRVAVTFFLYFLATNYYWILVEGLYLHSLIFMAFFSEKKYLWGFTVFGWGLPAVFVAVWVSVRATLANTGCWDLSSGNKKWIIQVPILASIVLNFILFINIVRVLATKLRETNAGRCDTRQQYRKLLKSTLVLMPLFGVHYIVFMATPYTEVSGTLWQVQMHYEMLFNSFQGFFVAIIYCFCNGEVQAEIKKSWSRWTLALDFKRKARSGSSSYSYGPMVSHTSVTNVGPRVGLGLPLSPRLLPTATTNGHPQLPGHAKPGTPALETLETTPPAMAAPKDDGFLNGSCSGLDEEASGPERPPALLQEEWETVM
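HEK-293-derived GP2 cells expressing PTHR1 and a GloSensor cAMP reporter, 3,000/well, plated overnight, given luciferin plus IBMX (each 0.5 mM as added) for 1 h at 37 °C, then compound for 1 h at 37 °C. Luminescence was read after 15 min at room temperature.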
pAkt inh: inhibitors of Akt phosphorylation | Neuro2A IGF-stimulated pAkt S473 HTRF, 20 min; hits give low values | activity change, % for hits at 50 µM | 360,000 compounds, 0.32% hits | AID 651550; in the data active = activity change below about -80%; inconclusive = mostly about -51% to -80%; also: % is scaled to controls: 0 for no effect and ±100 for the full control effect
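Neuro2A cells (4,500/well, DMEM with 0.5% FBS) were treated with compound at a single 50 µM final concentration, stimulated with 6 nM IGF for 20 min at 37 °C, and lysed. Phospho-Akt Ser473 was read by HTRF as 665/615 ratio ×10^4.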
Abeta yeast res: restores growth of yeast expressing A-beta42 peptide; yeast expressing A-beta42, growth rescue, OD600, 48 h; response scale: 0% DMSO, 100% iron-clioquinol control; Potency, µM (highest dose often 46.1 µM), without a hit: at the top dose growth rescue, most hits filed as activators; 410,000 compounds, 0.063% hits; AID 1347071; also: potency is read from the fitted curve at half-maximal effect; nearly all actives have a fitted effect of over 55% in size
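Yeast A-beta toxicity model in growth medium with pinned compounds, 48 h at 30 C; growth read as absorbance at 600 nm. Normalized to FeCl3/clioquinol equimolar mix (positive) and DMSO (negative).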
FUS yeast rescue: suppressors of FUS proteinopathy in yeast. 390,000 compounds, 0.24% hits. S. cerevisiae FUS-expressing, growth rescue, OD600, 24 h. Potency, µM (doses to about 76.6 µM), inactives show top-dose growth rescue (activation), usual class: activators;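 also: potency is read from the fitted curve at half-maximal effect; plate controls were DMSO vehicle for no effect and reference control for full effect; nearly all actives have a fitted effect of over 55% in size; some results filed as inactive show a strong effect at the top dose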
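Read-out: OD at 600 nm after 24hr at 30C, reporting rescue of FUS-induced yeast toxicity. Cells at OD 0.005 in galactose (2%) minimal medium; compounds tested in a dilution series; CP55940 titration from 92uM final as control.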
TDP43 rescue: rescues yeast growth from TDP-43 toxicity. AID 652104. TDP-43 expressing yeast growth rescue, BacTiter-Glo, 24 h. 410,000 compounds, 1.8% hits. Potency, µM (doses to about 46.1 µM), without a hit: at the top dose growth rescue (activation), hits mostly activators; also: potency is read from the fitted curve at half-maximal effect; % of control where 0% means no effect; nearly all actives have a fitted effect of over 50% in size
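Yeast expressing TDP-43 (pregrown in raffinose, seeded at OD600=0.02 in galactose medium) exposed to compounds 24 hr at 30 deg C. Growth read by BacTiter-Glo luminescence; rescue of toxicity appears as increased signal.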
GLP1R inv ag: inverse agonists of human GLP-1 receptor | Potency, µM (series often up to 38.3 µM), for the others: at the highest dose activity change, negative = inhibition, most hits filed as inhibitors | P43220 | HEK293 GLP-1R CRE-luciferase, luminescence, 24 h; GLP-1R form is constitutively active | 410,000 compounds, 1.6% hits; also: potency is read from the fitted curve at half-maximal effect; % is scaled to controls: 0 for no effect and ±100 for the full control effect; nearly all actives have a fitted effect of over 55% in size
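Stable HEK293 clone (constitutively active GLP-1R + cAMP-response luciferase); 200 cells/uL plated, 12 h pre-culture, compound 24 hr, 37 deg C/5% CO2; detection reagent 12 min RT; luminescence.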
The depositor's hits bear a star; i = inactive; ? = inconclusive; . = no result given; & = joins results of further samples; [ ] = dose if it differs, or a comment. Unless noted, calls follow the shape of the dose curve; as a rule, active = well fitted curve in the direction sought with a large enough effect; inconclusive = small, poorly fitted or top-dose-only effect, or another doubt; inactive = no such curve, though single readings can be large; an effect the other way counts as inactive or inconclusive.

canonical_smiles	Mm-Cpn inhibitor	aSyn yeast inh	HEK293 tox	PTHR1 ag	pAkt inh	Abeta yeast res	FUS yeast rescue	TDP43 rescue	GLP1R inv ag
CCCCC/C=C\C[C@H](O)/C=C/c1cccc(C[C@H](O)CCCCO)n1	0%	1%	-4%	i	i	-26%	-21%	13%	1%
COc1cccc(N2CC(=O)N(c3cccc(OC)c3)CC2=O)c1	1%	-10%	6%	26%	i	-9%	-11%	9%	9%
C=CCOc1c(Br)cc(/C=C2\SC(=Nc3ccccc3)NC2=O)cc1OC	1%	-4%	-40%	i	i	-7%	9%	2%	1%
COc1ccccc1/C=N/NC(=O)c1[nH]c(C)c(C(=O)N/N=C/c2ccccc2OC)c1C	0%	0%	2%	i	i	-11%	25%	-5%	-3%
CCc1ccc(C2=NN(CCC(=O)NC3CCCCCC3)C(=O)CC2)cc1	-2%	8%	-23%	-22%	.	-9%	20%	21%	?
CCc1ccc(NC(=O)CN2CCc3ccccc3C2)cc1	-1%	1%	-8%	-8%	i	6%	5%	-6%	0%
CCc1cc2c(NC(Cc3ccccc3)C(=O)O)ncnc2s1 (stereo unspecified)	2%	-3%	-12%	-10%	i	12%	0%	6%	18%
NC(=S)Cc1nc(-c2ccccc2)cs1	1%	-26%	-6%	i	i	1%	.	0%	-22%
COc1ccc(C2CC(=O)N3CN(C4CCCCC4)CSC3=C2C#N)cc1 (stereo unspecified)	.	.	-1%	i	.	-8%	?	-12%	7%
CCc1ccc(C(C(=O)NC2CCCC2)N(Cc2cccnc2)C(=O)c2csnn2)cc1 (stereo unspecified)	1%	-2%	-1%	-5%	i	18%	5%	-4%	-6%
CCc1ccc(CN2CCCC(CNC(=O)c3cc(OC)cc(OC)c3)C2)cc1 (stereo unspecified)	1%	-7%	3%	i	i	8%	9%	5%	?
CCc1cc2c(=O)c(-c3cnn(-c4ccccc4)c3)c(C)oc2c(CN2CCCCC2)c1O	1%	2%	-24%	-12%	i	4%	26%	-11%	-17%
CCc1cccc(NC(=O)Nc2csc3c2CCCC3)c1	.	.	1%	i	.	-15%	-22%	13%	-14%
Cc1cccc(C)c1OCCN1C(=O)NC(C)(c2ccccc2)C1=O (stereo unspecified)	0%	18%	-11%	i	i	-4%	-3%	4%	?
CCN(CC(=O)NCc1ccc(Cl)cc1)C(=O)COc1cccc(C(F)(F)F)c1	-1%	6%	-24%	-15%	i	14%	7%	25%	?
CCOC(=O)C1CN(S(=O)(=O)c2ccc(F)cc2)C1	-1%	-1%	-17%	-3%[57.5 µM]	i	-1%	15%	20%	-8%
CCn1c(=O)cc(SCC(=O)NCCc2cc(OC)ccc2OC)c2ccccc21	.	.	-4%	-18%	.	-10%	19%	2%	5%
CC(C)(C)C(=O)NNC(=O)CCCOc1ccc(Cl)cc1Cl	0%	6%	6%	-6%	i	13%	-4%	-19%	24%
COc1ccccc1-n1c(C)nnc1SCC(=O)Nc1cccc(C(C)=O)c1	0%	-5%	0%	-17%[57.5 µM]	i	2%	25%	12%	1%
Cc1ccc(CNC(=O)Cn2cccc2C(=O)c2ccccc2C)cc1	-1%	0%	-7%&2%	-12%	i	8%&1%	4%&-6%	19%&20%	-38%&-13%

Three compounds from above, reduced to Abeta yeast res, pAkt inh and PTHR1 ag:
| molecule | Abeta yeast res | pAkt inh | PTHR1 ag |
| --- | --- | --- | --- |
| CCc1ccc(C(C(=O)NC2CCCC2)N(Cc2cccnc2)C(=O)c2csnn2)cc1 (stereo unspecified) | 18% | i | -5% |
| CCc1ccc(CN2CCCC(CNC(=O)c3cc(OC)cc(OC)c3)C2)cc1 (stereo unspecified) | 8% | i | i |
| CCc1cc2c(=O)c(-c3cnn(-c4ccccc4)c3)c(C)oc2c(CN2CCCCC2)c1O | 4% | i | -12% |

Next structures:
canonical_smiles	Mm-Cpn inhibitor	aSyn yeast inh	HEK293 tox	PTHR1 ag	pAkt inh	Abeta yeast res	FUS yeast rescue	TDP43 rescue	GLP1R inv ag
COc1ccc(C(=O)NCCSc2c[nH]c3ccccc23)cc1OC	.	.	2%	-63%[inhibitor]	.	-14%	4%	17%	17%
Cc1cccc(C)c1NC(=O)c1c(O)c2ccccc2[nH]c1=O	1%	2%	3%	-57%[inhibitor]	i	-21%	-28%	2%	?
O=c1cc(CN2CCN(c3cccc(Cl)c3)CC2)c2cc3c(cc2o1)CCCC3	-1%	1%	12%	-20%	i	-6%	-10%	-16%	0%
NC(=O)c1cc(C(=O)c2cccc(Cl)c2Cl)c[nH]1	-2%	0%	1%	-5%	i	1%	12%	-6%	-3%
COc1ccc(NC(=S)NC(=O)Cc2ccccc2)cc1	0%	1%	-1%	-9%	i	?	5%	?	?
Clc1ccc(/C=N/Nc2ncnc3ccccc23)cc1Cl	2%	-3%	2.2µM*	-32%[inhibitor]	i	9%	.	25%	?
CCc1cc2cccc(C)c2nc1SCC(=O)NNC(=O)c1ccco1	-3%	10%	13%	-23%[57.5 µM]	i	8%	-1%	3%	-7%
CC(=O)c1ccc(NC(=O)c2ccc3snnc3c2)cc1	0%	-3%	-1%	i	i	5%	43%	13%	40%[activator]
O=C(Nc1ccccc1Br)C1CCCN(S(=O)(=O)c2cccc3nsnc23)C1 (stereo unspecified)	.	.	6%	-16%	.	0%	-9%	?	?
CCCCN(C(=S)Nc1ccccc1)C1CCS(=O)(=O)C1 (stereo unspecified)	-1%	-6%	18%	i	i	-9%	26%	1%	11%
CCn1c(-c2cc(C3CC3)nc3ccccc23)n[nH]c1=S	-6%	-3%	-4%	i	i	6%	.	0%	5%
CC(=O)Nc1ccc(OC(=O)c2cc3ccccc3oc2=O)cc1	-1%	6%	3%	i	i	12%	-8%	-4%	2%
CSc1nn(Cc2cccc(Cl)c2)c(N(C(C)=O)C(C)=O)c1S(=O)(=O)c1ccccc1	.	.	-13%	-16%	.	-58%[inhibitor]	28%	11µM*	13µM*
O=S1(=O)c2ccccc2N(Cc2ccc(Cl)cc2)c2ccccc21	.	.	15%	-11%	.	-11%	47%	?	?
O=C(O)CSc1ncccn1	2%	-4%	9%	i	i	-16%	9%	-20%	7%
Cc1ccccc1S(=O)(=O)NC(=O)C1(C)CCN1C(=O)C1(c2ccc(Cl)cc2)CCC1 (stereo unspecified)	.	-23%	-2%	-3%	i	7%	?	25µM*	?
CC(C)CN1C(=O)C(=O)N(CC(=O)N(C)CC(=O)Nc2ccc(Cl)c(C(F)(F)F)c2)C1=O	-3%	1%	0%	-5%	i	15%	14%	9%	?
CC(CS(=O)(=O)c1ccc2c(c1)NC(=O)CS2)C(=O)NCc1ccccc1Cl (stereo unspecified)	-3%	-3%	-1%	-38%[inhibitor]	i	18%	21%	4%	8%
O=C(CN1C(=O)/C(=C/c2ccccc2F)SC1=S)NC1C=CS(=O)(=O)C1 (stereo unspecified)	1%	-7%	-6%	-6%	i	2%	-15%	-2%	27%
CC1OC(OC2C(Oc3c(-c4ccc(O)cc4)oc4cc(O)cc(O)c4c3=O)OC(COC3O[C@@H](C)[C@H](O)[C@@H](O)C3O)C(O)C2O)C(O)C(O)C1O (stereo partly specified)	2%	0%	2%	-21%	i	4%	-16%	8%	20%

(list continues)
Compound	Mm-Cpn inhibitor	aSyn yeast inh	HEK293 tox	PTHR1 ag	pAkt inh	Abeta yeast res	FUS yeast rescue	TDP43 rescue	GLP1R inv ag
COc1ccc(-c2nn(-c3ccccc3)cc2C(=O)N(C)CC(=O)Nc2ccccc2Br)cc1	.	-1%	-13%	-13%	i	6%	?	21%	?
CN(C)c1ccc(NC(=O)CSc2nc3c(c(=O)[nH]2)CCCC3)cc1	-3%	2%	1%	i	i	15%	31%	-6%	0%
O=C(OCC(=O)N1CCc2ccccc2C1)c1ccc(Cl)c([N+](=O)[O-])c1	3%	?	3%	-20%	i	5%	26%	-18%	-6%
COC(=O)c1nnn(-c2nonc2N)c1CN1CCc2ccccc21	1%	-18%	-3%	6%[57.5 µM]	i	10%	-4%	-20%	?
O=C(c1cc2c(s1)-c1ccccc1OC2)N1CCc2ccccc2C1	-12%	-12%	-14%	i	i	-3%	16%	30%	15%

A portion of the library; the hit share may differ from the screen's.
